High-throughput results as filed in PubChem BioAssay.
CHRM4 PAM: human M4 muscarinic receptor positive allosteric modulators, primary screen, CHO-K1 cells, Fluo-8 calcium fluorescence. Muscarinic acetylcholine receptor M4 (Homo sapiens), P08173. CHO-K1 hM4/Gqi5, ACh EC20; 0% = ACh EC20, 100% = maximal ACh. activation, % at 3 µM. 360,000 compounds, 0.4% hits;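 active = activation above its plate's cutoff, the mean activation of sample wells plus 3 SD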; also: some results filed as inactive read as strong as hits
Target sequence (P08173 whole entry, looked up): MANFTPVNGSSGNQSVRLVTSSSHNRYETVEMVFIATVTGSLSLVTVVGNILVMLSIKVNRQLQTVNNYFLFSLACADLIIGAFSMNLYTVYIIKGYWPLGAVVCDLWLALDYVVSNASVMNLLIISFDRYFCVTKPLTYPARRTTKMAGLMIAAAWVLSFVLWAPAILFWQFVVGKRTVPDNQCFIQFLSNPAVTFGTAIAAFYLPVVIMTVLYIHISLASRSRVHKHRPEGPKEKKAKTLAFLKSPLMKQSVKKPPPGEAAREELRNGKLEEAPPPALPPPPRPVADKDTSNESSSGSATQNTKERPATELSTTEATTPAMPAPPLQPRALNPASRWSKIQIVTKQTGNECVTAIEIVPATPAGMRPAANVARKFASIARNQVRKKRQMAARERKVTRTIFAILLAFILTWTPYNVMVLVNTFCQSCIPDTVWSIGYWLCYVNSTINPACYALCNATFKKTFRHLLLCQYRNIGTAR
M5 PAM: human M5 muscarinic receptor positive allosteric modulators, primary screen, CHO-K1 cells, Fluo-8 calcium fluorescence. CHO-K1 hM5, ACh EC20 PAM; 0% = ACh EC20, 100% = ACh EC100. Muscarinic acetylcholine receptor M5 (Homo sapiens), P08912. activation, % at 3 µM. AID 624038, 2012. 360,000 compounds, 0.3% hits;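 active = activation above the run cutoff, the mean activation of all test compounds plus 3 SD, cut at about 18% in these data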
Target sequence (P08912 whole entry, looked up): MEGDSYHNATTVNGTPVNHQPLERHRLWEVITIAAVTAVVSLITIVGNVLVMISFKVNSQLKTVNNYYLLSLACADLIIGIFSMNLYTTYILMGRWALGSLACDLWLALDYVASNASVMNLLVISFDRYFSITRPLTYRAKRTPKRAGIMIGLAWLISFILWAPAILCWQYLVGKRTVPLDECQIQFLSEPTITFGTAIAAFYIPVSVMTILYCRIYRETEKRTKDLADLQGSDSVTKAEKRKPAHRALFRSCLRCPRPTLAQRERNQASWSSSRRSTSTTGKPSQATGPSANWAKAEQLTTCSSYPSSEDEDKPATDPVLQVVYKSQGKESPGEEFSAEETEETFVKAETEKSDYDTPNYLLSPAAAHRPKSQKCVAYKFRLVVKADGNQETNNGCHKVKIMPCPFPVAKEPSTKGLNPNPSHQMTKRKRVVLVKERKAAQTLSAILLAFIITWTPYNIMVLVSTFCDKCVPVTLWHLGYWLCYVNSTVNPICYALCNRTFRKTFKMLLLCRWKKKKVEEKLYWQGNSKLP
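Replicates: One well per compound, no replicates | System: Human M5 receptor in CHO-K1 cells | Benchmarks: Low control EC20 acetylcholine (0%), high control EC100 acetylcholine (100%) | Probe or stimulus: Acetylcholine, EC20 level | Times: Fluo-8 loading 80 min at 37 °C plus 30 min room temperature | Signal: Intracellular calcium via Fluo-8 fluorescence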
CRFR2-BP ag: agonists of CRF-BP/CRF-R2 complex, primary screen, cell-based, HEK293, calcium dye fluorescence, uHTS; calcium dye fluorescence (FLIPR); percent of saturating CRF peptide response; activation, % at 13.2 µM; 350,000 compounds, 0.46% hits; AID 588473, 2011;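 active = activation of at least 50%, plus an integration ratio under a set limit after plate pattern correction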;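 also: plate controls were neutral control wells without compound for no effect and CRF at EC100 for full effect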
M1 PAM: human M1 muscarinic receptor positive allosteric modulators, primary screen, CHO-K1 cells, Fluo-8 calcium fluorescence, 1536-well; Muscarinic acetylcholine receptor M1 (Homo sapiens), P11229; CHO-K1 hM1, ACh EC20; 0% = ACh EC20, 100% = maximal ACh; activation, % at 3 µM; 360,000 compounds, 0.088% hits; in the data active = activation above about 19%, passing the limit was not always enough
M5 antag: human M5 muscarinic receptor antagonists, primary screen, CHO cells, Fluo-8 calcium fluorescence; Muscarinic acetylcholine receptor M5 (Homo sapiens), P08912; CHO-hM5 cells, ACh EC80; inhibition, % at 3 µM; 360,000 compounds, 0.59% hits; AID 624040, 2012;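 active = inhibition above a per-plate cutoff, the mean of that plate's test compounds plus 3 SD, cut at about 27% in these data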;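 also: 0% = acetylcholine EC80 with DMSO and 100% = DMSO without agonist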
CRFBP-R2 block: antagonists of CRF-BP/CRF-R2 complex, primary screen, cell-based, HEK293, calcium dye fluorescence, uHTS; 350,000 compounds, 0.59% hits; AID 588475, 2011; CRF-induced calcium fluorescence; inhibition, % at 11.8 µM;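 active = inhibition of the ligand-induced calcium signal above about 50% at the single tested concentration, limit read from the data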
CHRM4 antagonist: human M4 muscarinic receptor antagonists, primary screen, CHO cells, Fluo-8 calcium fluorescence; Muscarinic acetylcholine receptor M4 (Homo sapiens), P08173; CHO-hM4 cells, ACh EC80; inhibition, % at 3 µM; 360,000 compounds, 0.73% hits; AID 624125, 2012;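 active = inhibition above its plate's cutoff, the mean inhibition of sample wells plus 3 SD, cut at about 27% in these data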;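 also: 0% = acetylcholine EC80 with DMSO and 100% = DMSO without agonist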
M4 ag: human M4 muscarinic receptor agonists, primary screen, CHO-K1 cells, Fluo-8 calcium fluorescence; CHO-K1 hM4/Gqi5; vehicle 0%, full acetylcholine response 100%; activation, % at 3 µM; 360,000 compounds, 0.14% hits; AID 624127, 2012;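 active = activation above the run mean over all test wells plus 3 SD, cut at about 32% in these data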;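 also: peak over basal fluorescence ratio per well then scaled between controls; 0% = DMSO wells and 100% = acetylcholine at EC100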
CHRM5 agonist: human M5 muscarinic receptor agonists, primary screen, CHO-K1 cells, Fluo-8 calcium fluorescence; CHO-K1 hM5 cells; 0% DMSO wells, 100% maximal acetylcholine response; activation, % at 3 µM; 360,000 compounds, 0.19% hits;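 active = activation above the run's mean over test compounds plus 3 SD, cut at about 23% in these data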;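 also: signal is peak over basal fluorescence ratio across the kinetic read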
Starred values were filed as active, the others as inactive; . = not tested or not shown.

Preview (11 entries):
The line under a structure holds: CHRM4 PAM, M5 PAM, CRFR2-BP ag, M1 PAM, M5 antag, CRFBP-R2 block, CHRM4 antagonist, M4 ag, CHRM5 agonist
CN(c1cccc(NC(=O)CN(c2ccc(F)cc2)S(C)(=O)=O)c1)S(C)(=O)=O
  7, 3, 1.5, 12, 4, -1, -4, 2, 7
COc1ccccc1NC(=O)c1ccccc1N(Cc1ccccc1)S(C)(=O)=O
  0, -2, -3.2, -2, -1, -14, -21, 2, 0
c1ccc(-c2c(-c3ccccc3)n(Cc3ccco3)c3ncnc(NCCCn4ccnc4)c23)cc1
  -7, 0, -0.7, -4, 5, 1, 1, 6, -11
CCCCCCCC(=O)NNC(=O)CCC(=O)O
  2, 4, 3.0, 14, -6, 20, -1, 0, 1
CCOc1cccc(C(=O)Nc2cccnc2)c1
  -1, 0, 0.0, 4, 6, -2, -1, 0, -3
Brc1ccccc1-c1nnc(COc2cccc3cccnc23)o1
  -2, -5, 1.3, 2, 0, 6, -5, 5, -1
CCn1c(=O)cc(SCC(=O)NCCCN2CCN(c3ccccc3F)CC2)c2ccccc21
  -6, -5, -1.1, -10, 3, -7, -7, 5, -4
COC(=O)COc1ccc(S(=O)(=O)NC2CCCCCC2)cc1
  7, -1, -1.7, 7, -7, 35, 10, 4, 7
Cc1cc(C(=O)N=Nc2c(O)n(C(C)C)c3ccccc23)n[nH]1
  8, -7, -5.6, -3, 2, -2, 0, 6, -1
COCc1nnc(NC(=O)c2cc(Cl)ccc2OC)s1
  13, 0, 1.3, 8, 4, -16, -11, 1, -2
CN(C)c1ccc(C(O)c2cc3ccccc3s2)cc1 (configuration not stated)
  4, -3, 1.6, -1, 11, 19, -2, 3, 3

All compounds of this part, from the first entry:
The line under a structure holds: CHRM4 PAM, M5 PAM, CRFR2-BP ag, M1 PAM, M5 antag, CRFBP-R2 block, CHRM4 antagonist, M4 ag, CHRM5 agonist
CN(c1cccc(NC(=O)CN(c2ccc(F)cc2)S(C)(=O)=O)c1)S(C)(=O)=O
  7, 3, 1.5, 12, 4, -1, -4, 2, 7
COc1ccccc1NC(=O)c1ccccc1N(Cc1ccccc1)S(C)(=O)=O
  0, -2, -3.2, -2, -1, -14, -21, 2, 0
c1ccc(-c2c(-c3ccccc3)n(Cc3ccco3)c3ncnc(NCCCn4ccnc4)c23)cc1
  -7, 0, -0.7, -4, 5, 1, 1, 6, -11
CCCCCCCC(=O)NNC(=O)CCC(=O)O
  2, 4, 3.0, 14, -6, 20, -1, 0, 1
CCOc1cccc(C(=O)Nc2cccnc2)c1
  -1, 0, 0.0, 4, 6, -2, -1, 0, -3
Brc1ccccc1-c1nnc(COc2cccc3cccnc23)o1
  -2, -5, 1.3, 2, 0, 6, -5, 5, -1
CCn1c(=O)cc(SCC(=O)NCCCN2CCN(c3ccccc3F)CC2)c2ccccc21
  -6, -5, -1.1, -10, 3, -7, -7, 5, -4
COC(=O)COc1ccc(S(=O)(=O)NC2CCCCCC2)cc1
  7, -1, -1.7, 7, -7, 35, 10, 4, 7
Cc1cc(C(=O)N=Nc2c(O)n(C(C)C)c3ccccc23)n[nH]1
  8, -7, -5.6, -3, 2, -2, 0, 6, -1
COCc1nnc(NC(=O)c2cc(Cl)ccc2OC)s1
  13, 0, 1.3, 8, 4, -16, -11, 1, -2
CN(C)c1ccc(C(O)c2cc3ccccc3s2)cc1 (configuration not stated)
  4, -3, 1.6, -1, 11, 19, -2, 3, 3
NC(=O)/C(=C/c1ccco1)C(N)=S
  -7, 2, 0.0, 0, 3, 3, 4, 0, 0
CCOC(=O)C1(C)CCCCN1C(=O)c1ccc(F)c(C)c1 (configuration not stated)
  2, -2, ., 4, -4, ., -8, 0, 0
C[C@H]1CN([C@@H](C)CO)C(=O)c2cc(C#CC3CCCC3)cnc2O[C@H]1CN(C)C(=O)Cc1ccccn1
  4, -4, 0.8, 0, 5, 1, -20, 1, 0
COc1ccc2[nH]c3c(NCCCOC(C)C)ncnc3c2c1
  -8, -13, -1.2, -13, 14, 13, -1, 4, -3
CNc1ncnc2c1cnn2C1CCCCO1 (configuration not stated)
  2, -8, 7.6, 4, 7, 24, -1, 8, 3
CCOC(=O)N1CCN(S(=O)(=O)c2c[nH]c(C(=O)OC)c2)CC1
  3, -2, 3.2, 3, 1, -12, 5, 3, -4
COC(=O)CSc1nc(SCc2ccccc2Cl)nc2c1CCCC2
  5, -5, 4.2, 3, -2, 14, -9, -1, -3
C#CCOCCOCCOCCNc1nc(N2CCOCC2)nc(N2CCN(C(=O)Cn3cc(CCCCN)nn3)CC2)n1
  5, 1, -0.1, 4, 3, 1, -5, 3, 0
CCOc1ccc(NC(=O)CN2CCN(CC(=O)Nc3ccc(F)c(F)c3)CC2)cc1
  1, 3, 2.0, 4, -1, -15, -6, 2, -3
CC(C)n1nnnc1SCC(=O)N1CCOCC1
  8, 5, -1.1, 9, -3, 1, 28*, 0, -2
CCN(CCN(C)C)C(=O)C1CCN(S(=O)(=O)c2c(C)noc2/C=C/c2ccccc2F)CC1
  -11, 3, 3.0, -5, -12, 12, 16, 10, -6
COc1cc(CN2CCC(n3nccc3NC(=O)C3CCOC3)CC2)ccc1F (configuration not stated)
  6, -1, -1.3, 11, -1, 2, -2, 1, -1
Cc1cc(C)n(Cc2cc(C(=O)O)c3ccccc3n2)n1
  1, 0, -0.9, 0, -10, -30, 1, 0, 2
O=C(Nc1ccc(S(=O)(=O)N2CCCC2)cc1)c1cc(F)c(F)cc1Cl
  -2, 0, -0.2, 7, 2, 3, -4, 4, -3
CC(NC(=O)CN(C)S(=O)(=O)c1cnc[nH]1)c1ccccc1 (configuration not stated)
  0, 3, 37, 3, -4, 4, 0, 0, 0
COc1cc2c(c(OC)c1OC)-c1ccc(OC)c(=O)cc1C(NC(=O)c1ccccc1)CC2 (configuration not stated)
  -2, 4, -1.4, 9, -1, 20, -14, 0, 5
O=[N+]([O-])c1ccc(Cl)cc1NCC1CCCO1 (configuration not stated)
  -8, -7, -3.4, 9, 18, -2, 5, -1, -4
O=C(CN1CCN(C2CCCCC2)CC1)Nc1ccccc1-c1ccccc1
  13, 1, 0.9, 10, -2, -25, -3, 2, -1
COc1ccc(S(=O)(=O)N2Cc3ccccc3CC2C(=O)O)cc1 (configuration not stated)
  2, 0, 1.1, 5, 4, 19, 9, 0, 1
C=CCNC(=O)c1c(CSc2ccc(Cl)cc2)noc1C(=O)NCc1ccccc1
  3, -12, 5.8, 2, -3, 2, -14, 3, -3
CC(=O)Oc1ccc(-c2csnn2)cc1
  7, 1, 0.6, -1, -10, 14, -6, 0, -4
COc1ccc(NC(=O)c2cc(-c3ccccc3Cl)on2)cc1
  3, -3, 0.8, 6, 3, 2, -9, 2, -6
COc1ccc(CNC(=S)Nc2cccc(C)c2)cc1
  -6, -6, -2.1, -4, 9, 25, -3, 2, -4
O=C(NCCc1ccccc1)/C(=C\c1ccccc1)NC(=O)c1ccco1
  10, -2, -0.1, 19, 10, -12, -9, 3, -2
CCCn1c(SCC(=O)NCc2ccc(OC)cc2)n[nH]c1=O
  11, 10, 1.4, 7, 0, -4, -10, 1, -2
COC(=O)c1c[nH]n2c(=O)cc(C)nc12
  1, 1, 0.6, 8, -5, 9, 4, 0, 0
Cc1ccc(CNC(=O)c2oc3ccc(S(=O)(=O)N4CCOCC4)cc3c2C)cc1
  -10, -18, -2.0, -13, 23, -30, 11, 22, 7
Cn1nc(C(F)(F)F)c(-c2ccccc2)c1NC(=O)CSCC(=O)O
  1, 3, 0.0, 14, 3, 2, 5, 1, 1
Cn1nnnc1SCC(=O)N1CCN(C(=O)c2ccco2)CC1
  -2, -1, 0.0, 7, 12, 1, 10, 1, -4
COCCCNC(=O)c1ccc(CN2CCc3ccccc3C2)cc1
  -7, 1, 0.1, -4, 1, 13, 10, 1, -4
CCn1c(N)c(C(=O)NC2CCCCC2)sc1=S
  -5, 6, -1.6, 10, -13, -2, 17, -1, 2
Cc1cc(=O)oc2cc(OCC(=O)N3CCCC3)c(Cl)cc12
  10, -1, -0.2, 7, 3, 3, -3, 2, 2
Cc1cccc(NC(=O)CCN2C(=O)C3C4CCC(C4)C3C2=O)c1C (configuration not stated)
  3, 0, -2.2, 7, -2, -11, 2, 0, 2
O=[N+]([O-])c1ccccc1Oc1ccc(C(F)(F)F)cn1
  0, -4, -1.1, 3, 3, 13, -4, 0, -2
CCCCNC(=O)Cn1c(=O)n(C)c2ccccc21
  6, -6, -1.6, 16, 10, 2, -9, 0, 1
CCOC(=O)C1=NN(N=O)C2(CC(=O)N(c3cc(C)cc(C)c3)C2=O)C1 (configuration not stated)
  3, -4, -0.4, -2, 1, 0, -9, 0, 0
CCS(=O)(=O)N1Cc2ccccc2CC1C(=O)Nc1nnc(SCc2ccc(F)cc2)s1 (configuration not stated)
  -7, -8, -0.1, -5, 7, -23, 5, 9, 1
CCc1ccc(NC(=O)CC2NCCNC2=O)cc1 (configuration not stated)
  22, -1, 1.0, 6, 10, -13, 3, 1, -3

An excerpt from further up, as a working copy:
The line under a structure holds: CHRM4 PAM, M5 PAM, CRFR2-BP ag, M1 PAM, M5 antag, CRFBP-R2 block, CHRM4 antagonist, M4 ag, CHRM5 agonist
CCS(=O)(=O)N1Cc2ccccc2CC1C(=O)Nc1nnc(SCc2ccc(F)cc2)s1 (configuration not stated)
  -7, -8, -0.1, -5, 7, -23, 5, 9, 1
CCc1ccc(NC(=O)CC2NCCNC2=O)cc1 (configuration not stated)
  22, -1, 1.0, 6, 10, -13, 3, 1, -3

An unsorted share of the library; 2.6% or so of the library scored in one or more.
